NR2F2 inh = inhibitors of human COUP-TFII (NR2F2). P24468. HEK293T NGFI-A luciferase reporter, luminescence. inhibition, % at 8.6 µM. actives 0.7% (n = 370,000). AID 686940;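 active means inhibition above a per-plate cutoff, mean inhibition of test wells between control levels plus 3 SD, cut at about 38% in these data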;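 further: cells cotransfected with COUP-TFII expression vector driving the NGFI-A reporter; 0% = median of COUP-TF2 test wells and 100% = reporter-only cells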
Target sequence (P24468 whole entry, looked up): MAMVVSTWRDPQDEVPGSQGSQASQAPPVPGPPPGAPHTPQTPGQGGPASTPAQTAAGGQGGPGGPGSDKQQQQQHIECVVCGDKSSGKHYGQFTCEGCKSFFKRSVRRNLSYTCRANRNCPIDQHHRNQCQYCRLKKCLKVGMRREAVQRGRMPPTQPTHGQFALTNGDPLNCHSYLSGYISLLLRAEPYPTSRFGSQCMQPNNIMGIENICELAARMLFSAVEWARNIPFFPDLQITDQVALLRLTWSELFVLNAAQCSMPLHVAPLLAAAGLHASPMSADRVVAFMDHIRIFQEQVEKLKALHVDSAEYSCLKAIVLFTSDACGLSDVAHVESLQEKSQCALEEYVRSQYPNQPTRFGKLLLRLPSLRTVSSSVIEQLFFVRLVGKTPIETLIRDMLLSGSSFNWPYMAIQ
KKLEB cytotox = CF airway cell cytotoxicity counter-screen; KKLEB CF airway cells viability, ATPlite luminescence, overnight; active compounds read low; cells stimulated with P. aeruginosa culture filtrate; activity change (cytotoxicity), % at 5 µM; actives 0.36% (n = 360,000);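 active means corrected activity change at or below -50% at 5 µM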
SRC3 inh = inhibitors of human steroid receptor coactivator 3 (SRC3) | Q9Y6Q9 | HEK293 GAL4-SRC3 luciferase reporter, luminescence | inhibition, % at 3.6 µM | actives 0.17% (n = 360,000);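 active means inhibition above a per-campaign cutoff, the mean of all compounds plus 3 SD, cut at about 60% in these data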;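 further: 0% = DMSO-treated cells and 100% = gossypol-treated cells at 36 µM; higher means less SRC3-driven luciferase light from the GAL4 reporter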
TWEAK-Fn14 inh = blocks TWEAK-Fn14 interaction in a reporter cell assay. TWEAK-stimulated Fn14 reporter cells, luciferase luminescence, 8 h. inhibition, % at 10 µM. actives 2% (n = 360,000). AID 1159606; in the data active means inhibition above about 50%
NR5A2 inv ag = suppresses constitutive activity of human LRH-1 | O00482 | HEK293T StAR-luciferase reporter, LRH-1 transfected, 24 h | inhibition, % at 3.6 µM | actives 0.13% (n = 360,000) | AID 602396;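 active means inhibition above the mean inhibition of all tested compounds plus 3 SD, cut at about 73% in these data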;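 further: 0% = DMSO wells and 100% = reporter-only cells lacking LRH-1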
Target sequence (O00482 whole entry, looked up): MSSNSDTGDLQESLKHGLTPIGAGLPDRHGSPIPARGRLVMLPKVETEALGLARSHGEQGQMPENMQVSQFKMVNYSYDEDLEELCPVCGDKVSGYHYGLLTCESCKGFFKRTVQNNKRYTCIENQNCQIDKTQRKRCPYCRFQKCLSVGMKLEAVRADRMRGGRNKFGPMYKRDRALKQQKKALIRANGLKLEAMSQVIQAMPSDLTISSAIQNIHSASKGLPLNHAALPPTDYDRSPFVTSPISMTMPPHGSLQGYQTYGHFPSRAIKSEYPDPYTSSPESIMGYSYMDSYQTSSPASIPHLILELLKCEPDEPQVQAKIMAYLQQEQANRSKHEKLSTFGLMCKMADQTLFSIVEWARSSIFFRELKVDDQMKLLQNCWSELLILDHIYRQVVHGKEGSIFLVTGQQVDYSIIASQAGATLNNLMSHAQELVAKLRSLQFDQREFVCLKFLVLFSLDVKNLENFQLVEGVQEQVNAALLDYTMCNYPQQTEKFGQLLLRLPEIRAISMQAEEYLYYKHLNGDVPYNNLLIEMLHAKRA
LMP1 NFkB inh = inhibitors of Epstein-Barr LMP1-induced NF-kappaB reporter. LMP1-induced NF-kappaB luciferase reporter cells, luminescence. inhibition, % at 12.5 µM. actives 0.69% (n = 350,000); in the data active means inhibition above about 41%;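 further: 0% = neutral control wells and 100% = reference inhibitor control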
CF NFkB inh = inhibitors of cystic fibrosis induced NF-kB; KKLEB NF-kB-GFP reporter, PAF-induced, GFP fluorescence overnight; inhibition, % at 5 µM; actives 0.86% (n = 360,000); AID 588850;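 active means at least 50% inhibition at 5 µM, scaled per plate between neutral and stimulator controls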;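 further: PAF is a Pseudomonas aeruginosa culture filtrate used as stimulus; plate controls were PAF-stimulated DMSO wells for no effect and unstimulated DMSO wells for full effect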
NCOA1 inh = inhibitors of human steroid receptor coactivator 1 (SRC1). Q15788. HEK293 GAL4-SRC1 luciferase reporter, luminescence. inhibition, % at 3.6 µM. actives 0.12% (n = 360,000);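 active means inhibition above the campaign mean plus 3 SD, with each screening campaign given its own cutoff, cut at about 60% in these data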;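 further: 0% = DMSO treated cells and 100% = gossypol at 36 µM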
TROY NFkB inh = blocks TROY-dependent signaling in reporter cells | Q293 LMP1-TROYcd NF-kB luciferase reporter, 4 h | inhibition, % at 10 µM | actives 0.98% (n = 360,000) | AID 1347056;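 active means compounds whose plate-normalised and pattern-corrected inhibition of the luciferase reporter signal at the single screening dose is 50% or more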
TRAIL sens C8 = caspase-8 TRAIL sensitization. NB7+C8 cells + TRAIL, ATPlite viability luminescence. inhibition (viability loss, TRAIL sensitization), % at 10 µM. actives 1% (n = 360,000). AID 624354;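 active means compounds causing at least 50% loss of cell viability in the single-dose screen, relative to plate controls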
SRC2 inh = human SRC2 (NCOA2) inhibition; actives 0.17% (n = 370,000); AID 651957; Q15596; HEK293 GAL4-SRC2 luciferase reporter, luminescence; inhibition, % at 9 µM;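 active means inhibition above the mean inhibition of all tested compounds plus 3 SD, set per campaign, cut at about 52% in these data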;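 further: 0% = DMSO treated cells and 100% = cells given Gossypol at 36 µM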
Numbers without * were called inactive; x = not tested or not shown.

SMILES	NR2F2 inh	KKLEB cytotox	SRC3 inh	TWEAK-Fn14 inh	NR5A2 inv ag	LMP1 NFkB inh	CF NFkB inh	NCOA1 inh	TROY NFkB inh	TRAIL sens C8	SRC2 inh
O=C(Cn1ccccc1=O)NCc1ccc(F)cc1	-9	4	7	39	8	0	-5	14	-7	10	0
CCOC(=O)COC(=O)c1ccc(O)cc1	-7	4	4	-12	9	-2	9	-13	-26	4	-15
Cc1ccc(NC(=O)c2cc(=O)c3ccccc3o2)cc1	-15	11	-49	-2	-14	-14	7	-62	-45	-8	-15
CCC(C)C(NC(=O)c1ccccc1NC(=O)c1ccco1)C(=O)NNC(=O)c1ccc(OC)cc1 (stereo not drawn)	0	6	-19	-9	-10	-4	4	21	-11	-10	-10
Nc1n[nH]c(-c2ccc(F)cc2)n1	-24	2	-4	-23	-16	-4	-2	-18	-26	1	-1
O=C(NCCO)/C(=C\c1cccs1)NC(=O)c1cccs1	16	-4	10	-2	8	1	9	-20	-4	6	-25
COC(=O)Nc1sc2c(c1C(N)=O)CCC(C)C2 (stereo not drawn)	-4	-4	5	8	-8	-5	12	20	-1	-6	-3
CC(=O)Oc1ccc(N2C(=O)[C@@H]3[C@H](C2=O)[C@H]2c4ccccc4C=NN2[C@@H]3C(C)=O)cc1	6	4	-19	-11	-12	-7	-1	1	-21	1	-3
COc1ccc(S(=O)(=O)NC2CCCCCC2)cc1C(N)=O	4	-14	-13	-4	-16	7	-4	-7	4	7	21
CCN1CCN(c2ccc(Cl)cc2NC(=O)c2ccc(-n3nc(C)cc3C)cc2)CC1	-2	-6	-13	-39	20	-1	25	1	-1	26	3
O=C(CCCOc1ccc(Cl)cc1Cl)N1CCN(c2ccccn2)CC1	3	2	7	-12	0	4	4	-2	36	-4	13
Cn1c2[n+](c3ccc(Cl)cc3c1=O)Cc1ccccc1-2	-6	8	26	14	-3	3	-8	-10	12	-8	-9
O=C1C=CN(Cc2ccccc2)C(c2ccccc2)C1 (stereo not drawn)	1	-2	0	5	4	0	16	1	0	0	16
C/C(=N/Oc1nc(C)cc(C)n1)c1ccc(F)cc1	-19	2	-34	-17	-38	-7	8	-22	-27	-1	-47
O=C(NCC1CCOCC1)c1cccc2c(-c3cccnc3)coc12	-4	-4	-10	3	10	x	-2	4	-3	-4	-7
CCn1cc(C(=O)N2CCN(c3ccc(OC)cc3)CC2)c2cc(OC)c(OC)cc2c1=O	12	-2	4	-20	-3	-2	7	-6	-3	8	-13
CN(C)CCSc1nnc2[nH]c3ccccc3c2n1	-8	4	0	-14	-2	-8	4	-13	-11	0	-21
COCC(=O)Nc1nnc(CCc2ccccc2)s1	7	-7	-31	-8	-17	-9	-8	-11	-3	0	-17
O=C(O)c1c2c(nc3ccccc13)/C(=C/c1ccccc1[N+](=O)[O-])CCC2	7	4	-29	18	7	-1	-12	-23	9	-12	-10
COc1cc(C2/C(=C(\O)c3ccc4c(c3)OCCO4)C(=O)C(=O)N2Cc2ccco2)cc(OC)c1OC (stereo not drawn)	1	-2	-7	18	-13	-2	-33	-13	-6	6	10
O=C(COc1ccc(Br)cc1F)NC1CCN(Cc2ccccc2)CC1	11	-12	-1	25	6	3	-1	-4	10	3	11
CN(C)S(=O)(=O)Oc1cccc(C(=O)Nc2ccc(Cl)c(Cl)c2)c1	18	10	-94	80*	-93	-19	1	-121	47	22	-8
CCn1c(SCC(=O)Nc2nnc(C)s2)nnc1C(C)NC(=O)c1ccccc1 (stereo not drawn)	-5	4	10	-1	-24	1	-2	-4	-2	4	24
Cc1cccc(CNC(=O)c2sc(=O)n(Cc3ccc(S(C)(=O)=O)cc3)c2C)c1	-19	-2	-4	1	9	x	7	-18	6	0	-11
CCOC(=O)c1ccc(NC(=O)C(=O)NCc2ccc(/C=C(/C#N)C(=O)NCCOC)o2)cc1	21	7	12	8	8	2	7	1	-9	1	13

The final 3 compounds of the part before come first, to join the parts.
SMILES	NR2F2 inh	KKLEB cytotox	SRC3 inh	TWEAK-Fn14 inh	NR5A2 inv ag	LMP1 NFkB inh	CF NFkB inh	NCOA1 inh	TROY NFkB inh	TRAIL sens C8	SRC2 inh
CCn1c(SCC(=O)Nc2nnc(C)s2)nnc1C(C)NC(=O)c1ccccc1 (stereo not drawn)	-5	4	10	-1	-24	1	-2	-4	-2	4	24
Cc1cccc(CNC(=O)c2sc(=O)n(Cc3ccc(S(C)(=O)=O)cc3)c2C)c1	-19	-2	-4	1	9	x	7	-18	6	0	-11
CCOC(=O)c1ccc(NC(=O)C(=O)NCc2ccc(/C=C(/C#N)C(=O)NCCOC)o2)cc1	21	7	12	8	8	2	7	1	-9	1	13
Cc1ccc(S(=O)(=O)O/N=C2/CCCc3occc32)cc1	4	0	0	-2	3	-6	-7	-12	13	12	-7
O=c1[nH]c2cccnc2n1Cc1ccco1	x	-2	9	5	-8	-1	-27	2	-7	-2	x
CCOC(=O)c1ccc(NC(=O)CCc2nc(-c3ccccc3Cl)no2)cc1	20	-16	-2	49	0	13	23	-38	37	3	6
CCC(C)N(C(=O)COC(=O)c1ccccc1SCC(=O)N1CCCC1)C1CCS(=O)(=O)C1 (stereo not drawn)	3	4	11	13	12	4	-9	-10	22	6	-17
Cc1ccc(C(=O)N/C(=C\c2ccco2)C(=O)NC2CCS(=O)(=O)C2)cc1 (stereo not drawn)	-3	7	20	13	1	-5	-13	4	12	-7	6
CC(Sc1n[nH]c(N)n1)C(=O)Nc1ccccc1-c1ccccc1 (stereo not drawn)	-3	1	14	9	3	0	-1	10	2	-2	-1
Cc1ccccc1-c1cc2nc(C)c(Cl)c(=O)n2[nH]1	-24	-8	1	-33	7	-4	-13	-12	-15	6	2
Cc1c(N)cccc1Cl	-2	2	16	3	-13	-9	-5	-7	-4	-3	-18
CC(=O)/C(N=Nc1ccc2c(c1)OCO2)=C(\C)O	-14	-9	-48	25	-16	-22	24	-35	-12	8	-33
CC(C)(C)c1cc(C(=O)N2CCN(c3ncccn3)CC2)ccn1	14	-1	-4	4	12	7	12	-24	1	3	-17
O=C1N(CCCCN2C(=O)C3(OCCO3)c3ccccc32)c2ccccc2C12OCCO2	-9	2	22	5	1	2	9	2	12	6	-15
COc1ccc(CCn2c(N)c(S(=O)(=O)c3cccs3)c3nc4ccccc4nc32)cc1OC	-7	2	24	1	-6	6	6	4	-2	-16	-11
COCCCN(C(C)=O)c1nc(-c2ccccc2)cs1	-17	-8	-47	8	-71	-12	8	-42	-7	28	-61
CCN1C(=O)/C(=C2/SC(C)=C(C)N2CC)SC1=S	-7	7	3	6	14	-1	4	10	2	-6	1
Cc1ccccc1Nc1c(-c2ccccc2)nc2ncccn12	4	-20	-7	-29	1	-21	-26	6	-7	-10	-23
CCOc1ncccc1C(=O)NCCCSc1ccccc1	-1	4	7	0	10	7	7	3	-15	-2	19
N#CC1=C(N)C2=C(N3CCCCC3)CCCC2C1(C#N)C#N (stereo not drawn)	x	2	2	-1	4	9	5	-2	10	-12	x
COc1ccc(Cn2c(-c3ccco3)nc3c(c(=O)c4ccccc4n3C)c2=O)cc1	1	-3	10	-55	2	15	-19	10	-5	-4	-33
CCOC(=O)C1=NN(c2ccc(C)cc2)C2(S1)SC(C(C)=O)=C(C)N2c1ccccc1 (stereo not drawn)	-3	-7	-5	19	-3	10	15	1	-25	-9	12
O=C(O)c1nn(CC(=O)N(C2CCCCC2)C2CCCCC2)c(=O)c2ccccc12	-7	3	-4	8	-3	3	10	0	11	-2	5
CC1CCN(S(=O)(=O)c2ccc(C(=O)NC3CCS(=O)(=O)C3)cc2)CC1 (stereo not drawn)	-1	0	12	-3	-14	-7	12	10	11	-8	1
Cc1ccc(S(=O)(=O)NC(=O)COc2ccc([N+](=O)[O-])cc2)cc1	15	-11	3	-11	2	1	-11	-28	-11	-1	-23
Fc1ccc(-c2[nH]ncc2CN(CC2CCC2)CC2CCCO2)c(F)c1 (stereo not drawn)	-8	-7	15	1	8	0	-7	11	11	-13	5
CC(=O)c1cccc(NC(=O)Nc2ccccc2)c1	2	5	-4	-6	-11	4	-10	-1	-37	4	-4
COc1ccccc1C/C(N)=N/OC(=O)c1cccc([N+](=O)[O-])c1C	-5	7	13	90*	-14	1	0	-20	-14	-4	0
SMILES	NR2F2 inh	KKLEB cytotox	SRC3 inh	TWEAK-Fn14 inh	NR5A2 inv ag	LMP1 NFkB inh	CF NFkB inh	NCOA1 inh	TROY NFkB inh	TRAIL sens C8	SRC2 inh
O=C(Nc1cccc(S(=O)(=O)N2CCOCC2)c1)c1cnccn1	3	-2	16	-9	18	-5	-4	-9	-7	-1	0
Cn1cc(S(=O)(=O)NC2CCCC2)c(=O)n(C)c1=O	11	1	5	0	7	7	-1	-20	0	-25	7
CCS(=O)(=O)N1CCN(c2ccc([N+](=O)[O-])c(NCC3CCCO3)c2)CC1 (stereo not drawn)	-11	-1	12	-10	6	-7	4	3	-2	-9	-9
Cc1ccc2nc(SCC(=O)Nc3ccc(Br)cc3)nc(=O)n2c1	3	-3	14	-7	-2	0	14	-33	-1	-12	3
CC(=O)N1CCN(S(=O)(=O)c2cccc(C(=O)Nc3ccccc3N3CCCC3)c2)CC1	11	3	-19	6	-2	5	6	-43	14	-9	10
O=[N+]([O-])c1ccc(N2CCCCC2)cc1SCCO	-4	2	-13	2	18	-3	-1	5	-4	1	8
Cc1ccc(S/C(=N\S(=O)(=O)c2ccc(Cl)cc2)c2ccccc2)cc1	0	-10	14	-18	1	8	4	5	-9	4	16
O=c1cc([O-])[n+]2c3n1CCCN3CCC2	-3	0	27	4	-14	4	-5	-4	49	-17	17
CC1=CC(=O)CC(C)(C)C1(O)/C=C/C(C)=C/C(=O)O (stereo not drawn)	3	4	3	-11	1	-10	-1	-2	6	-8	-4
COc1ccc(-c2nnc(SCc3csc(N)n3)n2C)cc1	-7	-12	-4	10	-6	-2	2	-15	-12	-18	-2
Cc1cc(C)cc(OCC(=O)NC2CCCc3ccccc32)c1 (stereo not drawn)	-9	-4	14	6	-3	8	-2	-7	8	10	9
Cc1[nH]c2ccccc2c1C(=O)C(C)OC(=O)C1CCC1 (stereo not drawn)	8	0	-4	0	11	-7	-4	2	-3	-3	4
CCC(C)N(C(=O)COC(=O)CN=C1NS(=O)(=O)c2ccccc21)C1CCS(=O)(=O)C1 (stereo not drawn)	23	-11	3	-1	-2	4	19	-2	10	-7	8
CCCN1c2cccc3cccc(c23)S1(=O)=O	-4	-3	6	-11	-1	6	-7	10	7	8	0
CC(C)Nc1c(N)c(=O)oc2ccccc12	19	-9	9	4	-15	-11	6	-8	-16	-1	-1
CC1(C)CC(=O)N(CC(=O)N2CCN(c3ncccn3)CC2)c2ccccc2S1(=O)=O	-1	1	2	4	2	1	-7	-3	2	-16	16
CC(=O)c1nn(-c2ccc(C)cc2)cc1C(=O)c1cccc(Br)c1	6	-9	16	-19	4	-32	-15	14	5	0	-15
COC(=O)CN(c1ccc(F)cc1)S(=O)(=O)c1ccccc1	6	0	-11	10	-2	-6	10	-7	1	-7	3
CCOc1ccc(C(=O)NC2CCN(C(=O)N3CCCC3)CC2)cc1	-12	-12	11	14	0	0	-6	6	25	-3	-10

Copied from the list:
CCn1c(SCC(=O)Nc2nnc(C)s2)nnc1C(C)NC(=O)c1ccccc1 (stereo not drawn) – SRC3 inh = 10
N#CC1=C(N)C2=C(N3CCCCC3)CCCC2C1(C#N)C#N (stereo not drawn) – TRAIL sens C8 = -12

Screening results from PubChem BioAssay.
